NPYLR7 ag = agonists of mosquito NPYLR7 receptor, primary screen, cell-based, Aedes aegypti, calcium fluorescence, mosquito biting behavior. Aedes aegypti neuropeptide Y-like receptor 7 (NPYLR7). activation, % at 10 µM. 270,000 compounds, 0.15% hits. AID 1259423, 2018. HEK293T NPYLR7/Galpha15, GCaMP6s calcium fluorescence; in the data active means activation above about 40%;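 further: 0% = vehicle and 100% = reference agonist at the receptor; some compounds past the cut are filed as inactive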
hcGAS lum = Primary biochemical luminescence assay for human cyclic GMP-AMP synthase inhibitors. Q8N884. recombinant h-cGAS, ATP depletion, Kinase-Glo luminescence. inhibition, % at 12.5 µM. 290,000 compounds, 0.081% hits;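 further: 0% = vehicle reaction and 100% = reaction without DNA for no activity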
Target sequence (Q8N884 whole entry, looked up): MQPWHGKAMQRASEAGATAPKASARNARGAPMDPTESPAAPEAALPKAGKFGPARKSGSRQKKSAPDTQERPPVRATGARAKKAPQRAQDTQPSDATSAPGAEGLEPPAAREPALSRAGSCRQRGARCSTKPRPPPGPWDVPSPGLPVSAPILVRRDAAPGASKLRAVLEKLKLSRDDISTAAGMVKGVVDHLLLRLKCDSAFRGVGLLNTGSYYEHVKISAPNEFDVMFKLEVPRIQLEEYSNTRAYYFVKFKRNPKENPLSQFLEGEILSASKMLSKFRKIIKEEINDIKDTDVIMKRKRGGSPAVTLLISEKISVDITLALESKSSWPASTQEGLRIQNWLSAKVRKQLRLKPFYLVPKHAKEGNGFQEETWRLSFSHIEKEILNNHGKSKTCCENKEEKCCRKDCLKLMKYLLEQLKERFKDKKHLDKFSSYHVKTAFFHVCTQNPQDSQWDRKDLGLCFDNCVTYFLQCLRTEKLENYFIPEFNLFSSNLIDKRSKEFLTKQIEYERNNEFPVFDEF
mcGAS inh = cyclic GMP-AMP synthase inhibitors, mouse, primary biochemical chemiluminescence; 160,000 compounds, 0.15% hits; recombinant cGAS, Kinase-Glo ATP depletion luminescence; Q8C6L5; inhibition, % at 12.5 µM; AID 1259399, 2018;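 further: 0% = negative control wells and 100% = reference inhibitor with no enzyme activity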
* marks the source's active call; other numbers are inactive results; . = not tested or not shown; & = joins results of further samples. Unless noted, no stated cut-off is given here; in the data, active means inhibition above about 40%; inactive means the rest.

SMILES	NPYLR7 ag	hcGAS lum	mcGAS inh
O=c1c([N+](=O)[O-])c(Cl)c2ccccc2n1Cc1ccccc1	11	-7	-5
Cc1ccc(S(=O)(=O)CCC(=O)OCc2ccc(S(=O)(=O)c3ccccc3)cc2)cc1	3	-12	-6
Cc1ccnc(SCc2ccc(C(=O)N3C4CCC3CC(Oc3ccc(F)cc3F)C4)cc2)n1 (stereo not drawn)	-1	-4	-6
O=c1c2sccc2nc(SCc2cc(=O)n3cc(Br)ccc3n2)n1C1CC1	22	-3	.
O=C(C=Cc1ccc(Br)o1)N=C1N=C2C=CC(Br)=CN2Cc2ccccc21	27	2	-6
CCOCCOc1nc(-c2ccc(C(F)(F)F)cc2)n(-c2cccc(NC(=O)C3CCC3)c2)n1	10	-6	-4
CN(CCc1ccccc1)C(=O)c1nc2sccn2c1CN1CC[C@@H](O)C1	0	-6	-12
O=C(CSc1ccc(-c2cccc([N+](=O)[O-])c2)nn1)N1CCN(c2ccccc2)CC1	2	-4	-6
CCCCNC(=O)Cc1csc(SCC(=O)c2ccc3c(c2)OCO3)n1	.	0	-5
CC1CCC(N(C)C(=O)c2ccc3c(c2)NC(=O)CS3)CC1 (stereo not drawn)	6	-6	-9
CC(C)NC(=O)[C@@H]1C[C@H](N)CN1CC1=CC[C@H]2C[C@@H]1C2(C)C	-2	6	.
Cc1ccc(Cc2nnc(Nc3ccccc3)[nH]c2=O)cc1	7	-5	.
O=S(=O)(NCCCOC1CCCCC1)c1cccc(Br)c1	0	-12	-16
Cc1cccc(-c2nc(-c3cccnc3)no2)c1	3	2	1
CCOc1ccccc1CN1CCCn2cccc2C1c1cccc(C(F)(F)F)c1 (stereo not drawn)	-9	-4	-4
CC1CCN(C(=O)C[C@@H]2c3nc(NC(=O)N4CCOCC4)sc3C[C@@H]3[C@](C)(CO)[C@H](O)CC[C@]32C)CC1	-10	-8	-7
O=C(O)c1nn(-c2ccc(F)cc2)c(=O)n(Cc2ccccc2F)c1=O	-4	0	.
COc1ccc2oc(=Nc3ccc(Cl)cc3Cl)c(-c3nc4ccccc4[nH]3)cc2c1	-6	1	.
CN1C(=O)c2ccc(NC(=O)C(C)(C)c3cccs3)cc2C1=O	5	-2	.
CC1CCN(c2ccc(NC(=O)c3ccc([N+](=O)[O-])cc3)cc2C(=O)NC(C)c2ccccc2)CC1 (stereo not drawn)	3	-3	-6
Cc1nc(NC(CCn2cncn2)c2ccccc2)c2ccsc2n1 (stereo not drawn)	18	-8	.
O=C(Nc1cc(-c2nc3cc(Cl)ccc3o2)ccc1Cl)c1cccs1	22	-10	-5
CN(Cc1ccc(F)cc1F)C(=O)c1ccc2c(c1)OCC(=O)N2	1	-9	.
COC(=O)[C@@H]1C[C@@H](NS(=O)(=O)c2cn(C)cn2)CN1C	12	-4	-17
CC(=O)OCc1ccc(C)c(NS(=O)(=O)c2cc(C)c(F)cc2F)c1	2	2	.

Sorted by count of non-hydrogen atoms (descending): part of the list above.
SMILES	NPYLR7 ag	hcGAS lum	mcGAS inh
CC1CCN(C(=O)C[C@@H]2c3nc(NC(=O)N4CCOCC4)sc3C[C@@H]3[C@](C)(CO)[C@H](O)CC[C@]32C)CC1	-10	-8	-7
CC1CCN(c2ccc(NC(=O)c3ccc([N+](=O)[O-])cc3)cc2C(=O)NC(C)c2ccccc2)CC1 (stereo not drawn)	3	-3	-6
CCOCCOc1nc(-c2ccc(C(F)(F)F)cc2)n(-c2cccc(NC(=O)C3CCC3)c2)n1	10	-6	-4
Cc1ccc(S(=O)(=O)CCC(=O)OCc2ccc(S(=O)(=O)c3ccccc3)cc2)cc1	3	-12	-6
COc1ccc2oc(=Nc3ccc(Cl)cc3Cl)c(-c3nc4ccccc4[nH]3)cc2c1	-6	1	.
O=c1c2sccc2nc(SCc2cc(=O)n3cc(Br)ccc3n2)n1C1CC1	22	-3	.
CCCCNC(=O)Cc1csc(SCC(=O)c2ccc3c(c2)OCO3)n1	.	0	-5
CC(=O)OCc1ccc(C)c(NS(=O)(=O)c2cc(C)c(F)cc2F)c1	2	2	.
CN(Cc1ccc(F)cc1F)C(=O)c1ccc2c(c1)OCC(=O)N2	1	-9	.
CN1C(=O)c2ccc(NC(=O)C(C)(C)c3cccs3)cc2C1=O	5	-2	.
CC1CCC(N(C)C(=O)c2ccc3c(c2)NC(=O)CS3)CC1 (stereo not drawn)	6	-6	-9
O=S(=O)(NCCCOC1CCCCC1)c1cccc(Br)c1	0	-12	-16
COC(=O)[C@@H]1C[C@@H](NS(=O)(=O)c2cn(C)cn2)CN1C	12	-4	-17
Cc1cccc(-c2nc(-c3cccnc3)no2)c1	3	2	1

Among those listed so far, 3 contain bromine:
SMILES	NPYLR7 ag	hcGAS lum	mcGAS inh
O=c1c2sccc2nc(SCc2cc(=O)n3cc(Br)ccc3n2)n1C1CC1	22	-3	.
O=C(C=Cc1ccc(Br)o1)N=C1N=C2C=CC(Br)=CN2Cc2ccccc21	27	2	-6
O=S(=O)(NCCCOC1CCCCC1)c1cccc(Br)c1	0	-12	-16

Other compounds:
SMILES	NPYLR7 ag	hcGAS lum	mcGAS inh
CCOc1ccc(Cc2nnc(Nc3ccc(C)cc3C)[nH]c2=O)cc1	13	-5	.
Cc1c(CN(C)c2ccnc(C(=O)NCc3ccco3)c2)cnn1C	-5	-2	.
O=C1CCC(C(=O)N2CCc3sccc3C2)CN1Cc1ccccn1 (stereo not drawn)	6	-9	.
CN(C)S(=O)(=O)NCc1cccnc1N1CCc2ccccc2C1	1	-4	.
O=S(=O)(c1ccc(F)cc1)N1CCCC(OCc2cccc(Cl)c2)C1 (stereo not drawn)	-3	-6	-6
Cc1cc(OCC(=O)NCCCC(=O)N2CCc3ccccc32)no1	0	-5	.
O=S(=O)(Oc1cccc(F)c1)c1ccc2c(c1)OCCCO2	0	-8	.
CCOC(=O)C1=C(C)NC(=O)NC1c1ccccc1O (stereo not drawn)	-10	1	0
CCOC(=O)c1nn(-c2ccc(F)cc2)c(=O)c2c(NC(=O)c3ccc4ccccc4c3)scc12	3	-7	-7
C=CCn1c(=NC(=O)C2=COCCO2)sc2cc(S(N)(=O)=O)ccc21	4	-5	.
COc1ccc2[nH]c3c(c2c1)CCN(C(=O)COCc1ccccc1)C3c1ccc(C(F)(F)F)cc1 (stereo not drawn)	1	-9	-8
O=C(CSc1ccccc1)N1CCCC(CO)(Cc2ccc(F)cc2F)C1 (stereo not drawn)	9	-11	.
Fc1cccc(CSc2nnc3ccc(-c4ccncc4)nn23)c1	-13	3	-3
CCc1cccc2c(C(CC(=O)NC(C)c3ccccc3)c3cccc(OC)c3)c[nH]c12 (stereo not drawn)	1	-7	-8
Cc1ccc(C)c(CN(Cc2ccc(F)cc2)Cc2nc(C(=O)NC3CC3)co2)c1	9	-4	-3
Cc1nonc1N1CCN(C(=O)CC2(c3ccccc3)CC(=O)N(Cc3cccs3)C2=O)CC1 (stereo not drawn)	13	-5	-5
C1=C(CCNC2CCOC3(CCOCC3)C2)N2CCCN=C2S1 (stereo not drawn)	.	2	0
CC1CCCCN1C(=O)c1ccc(COc2ccc([N+](=O)[O-])cc2)o1 (stereo not drawn)	11	0	.
C=c1occc1=C1NN=C(SC2CCCCNC2=O)O1 (stereo not drawn)	-19	-1	.
Cc1cc(C)n(-c2ccc(N3CCN(S(=O)(=O)c4cc(C)c(C)cc4C)CC3)nn2)n1	-6	-6	-8
CC1=NNc2nc3c(c(=O)n(Cc4ccccc4Cl)c(=O)n3C)n2C1C (stereo not drawn)	-10	-6	.
COc1ccc(C(C)(C)C)cc1S(=O)(=O)N1CCNC(C(=O)O)C1 (stereo not drawn)	5	-3	.
CCn1c(C)cc(O)c(C(c2ccccn2)N2CCN(c3ccccn3)CC2)c1=O (stereo not drawn)	12	-11	.
O=C(Nc1nnc(-c2ccccc2Cl)s1)c1ccc(-c2ccccc2)cc1	-4	1	.
CN(Cc1cnc(-c2ccccn2)nc1)Cc1cnn(-c2ccccc2)c1	0	-5	.
SMILES	NPYLR7 ag	hcGAS lum	mcGAS inh
CC1CC1C(=O)NCCC(=O)Nc1ccc(N(C)C)cc1 (stereo not drawn)	-1	-3	.
COc1cc(NC(=O)CN2CCC(n3ccnc3)C2)ccc1Cl (stereo not drawn)	9	-7	.
C=CC[C@@H]1CC=C[C@@H](c2ccccc2)N1C(=O)c1cn(Cc2ccc(OC)cc2)nn1	.	0	-2
O=C(Cc1ccc(O)cc1)N1C[C@@H]2C3CCC(CC3)[C@@H]2C1	16	-2	.
COc1cccc2sc(N(CCCn3ccnc3)C(=O)c3ccco3)nc12	-9	-2	-1
Clc1ccc(CCC(Cn2ccnc2)Sc2c(Cl)cccc2Cl)cc1 (stereo not drawn)	-6	-1	.
CCN1CCCC1CNC(=O)C(NC(=O)C1CCC(C)CC1)C(C)C (stereo not drawn)	-3	-1	.
COc1ccc(C2=NN(c3ccccc3)C(c3ccc([N+](=O)[O-])cc3)C2)cc1 (stereo not drawn)	-4	-8	.
Cc1ccc(C)c(-n2nc(C)cc2NC(=O)CCl)c1	0	-7	1
COc1cc(OC)cc(C(=O)N2CCC3(CC2)C(=O)N(CC(=O)NCC2CCCCC2)CN3c2ccccc2)c1	26	-5	-4
CSCC[C@@H](CO)n1ccnc1-c1ccc(SC)cc1	7	-8	-17
CC1(N(O)C=C2C=CC(=O)C=C2)CCCCC1=O (stereo not drawn)	-10	4	1
Cc1nc(CNC(=O)C2CCCN(C3CCN(Cc4ccccc4)CC3)C2)n[nH]1 (stereo not drawn)	5	-8	-15
Cn1nc(-c2ccc(N3CCCCC3)c(NS(C)(=O)=O)c2)c2ccccc2c1=O	3	-15	-9
O=C(CCn1cncn1)N1CCCC(CCc2ccccc2C(F)(F)F)C1 (stereo not drawn)	-2	1	.
O=C(/C(=C/c1ccccc1)c1ccccc1)N1CCC(c2ccc(F)cc2)CC1	-3	-7	-4
Cc1ccnc(Br)c1NC(=O)CCc1cn(C)nc1C	-5	3	.
COc1cc(N2CCC3(CC2)CNC(=O)O3)ncn1	10	0	.
CC(C(=O)Nc1cc(Cl)cc(Cl)c1)N1CCN(Cc2ccco2)CC1 (stereo not drawn)	-9	-8	-8
Cc1ccccc1C(=O)Nc1ccc(Cl)c(S(=O)(=O)N(C)C)c1	-23	-2	.
Cc1cccc2c1O[C@H]1[C@H](CO)CN(S(C)(=O)=O)[C@@H]21	-4	0	0
COC(=O)[C@@H](C)NC(=O)[C@H]1CN(C(=O)Nc2ccccc2)CCN1C(=O)NC(C)C	-9	-9	-9
CN1CCN(Cc2ccc(C#CC(C)(C)O)cc2)CC1C(=O)O (stereo not drawn)	-2	3	0
COC(=O)c1ccc(C(=O)Nc2nnc(C3=COCCO3)o2)cc1	-11	5	8
O=C(c1ccc2oc(Cc3ccccc3)nc2c1)N1CCOc2ccccc2C1	1	3	.
SMILES	NPYLR7 ag	hcGAS lum	mcGAS inh
O=C(CSc1nc2ccccc2[nH]1)Nc1ccc(OC(F)(F)F)cc1	-5	-7	-8
CN(Cc1nc2ccccc2c(=O)[nH]1)Cc1cc(F)cc2c1OCOC2	-1	-4	0
O=C(Nc1nnc(C(F)(F)F)s1)N1CCOCC1c1ccccc1 (stereo not drawn)	-2	-15	-8
CC(C)c1cc(=O)[nH]c(-n2nc(-c3cccs3)cc2NC(=O)c2ccc(F)cc2F)n1	0	-6	.
CC(=O)Nc1ccc(Cn2c(C)c(C(=O)N(C)Cc3ccc(F)cc3)sc2=O)cc1	13	-3	.
CCOC(=O)C1CCN(CC(=O)N2N=C(c3ccc(OC)cc3)CC2c2ccc(Cl)cc2)CC1 (stereo not drawn)	-5	-2	-3
CCN(CC1CCCN(CCc2cccc(OC)c2)C1)C(=O)c1ccc(Cl)cc1F (stereo not drawn)	5&2	-8&2	-12&0
CC(=O)Nc1ccc(S(=O)(=O)NCC(c2ccsc2)N2CCOCC2)cc1 (stereo not drawn)	5	-6	-6
Cc1cccc(-c2nc3c(Nc4cccc(O)c4)nccc3[nH]2)c1	-3	-1	-8
COCCN(Cc1cccn1Cc1cccc(C(F)(F)F)c1)C(=O)c1ccc(Cl)cc1Cl	2	-2	-5
COCC(C)NC(=O)CCc1nnc(CCC2CCCCC2)o1 (stereo not drawn)	-3	4	.
Cn1cnc2c1c(=O)n(CCCN1C(=O)C3(CC(=O)N(Cc4ccccc4)C3=O)c3cc(Cl)ccc31)c(=O)n2C (stereo not drawn)	13	-4	-3
COc1ccc(OC)c2sc(N(Cc3ccccn3)C(=O)c3cc(C)n(C)n3)nc12	-5	-3	.
COc1ccc(N2C(=O)c3ccccc3NC23CCN(C(=O)c2ccc(Cl)nc2)CC3)cc1	1	0	.
O=C1NC2(CCN(Cc3ccccc3Cl)CC2)Nc2cccc(F)c21	-1	-5	-5
COc1cc(C)c(S(=O)(=O)Nc2ccccc2Cl)cc1C	1	-3	-7
O=C(Nc1ccc(Nc2ccc(-n3cccn3)nn2)cc1)c1ccccc1	-3	2	-2
O=C(NCc1ccc(S(=O)(=O)N2CCCCC2)cc1)c1ccco1	-1	-10	.
CCOCCCN(CC(=O)N(CCc1ccccc1)Cc1ccc(C)o1)C(=O)C1CCC1	1	-5	-4
CCOC(=O)C1CCN(C(=O)c2cc(-c3ccc(F)cc3)nc3cc(-c4ccc(Cl)cc4)nn23)CC1	18	-1	-8
